Assay outcomes from PubChem BioAssay.
LYPLA2 counter = LYPLA2 (human) inhibition in PME1 counter-screen | AID 2177 | O95372 | inhibition, % at 5.9 µM | 320,000 compounds, 0.38% hits | recombinant LYPLA2, FP-Rh probe fluorescence polarization;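 active = inhibition above the screen-wide mean plus 3 SD, limit set per campaign, cut at about 26% in these data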;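 note: 0% = LYPLA2 with DMSO and 100% = wells lacking LYPLA2 enzyme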
GSTO1 counter = blocks human GSTO1 in RBBP9 counter-screen. P78417. recombinant GSTO1, activity-based probe fluorescence polarization. inhibition, % at 5.96 µM. 300,000 compounds, 1.1% hits. AID 1974;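 active = inhibition above the campaign mean inhibition plus 3 SD, cut at about 35% in these data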;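 note: 0% = GSTO1-1 with DMSO and 100% = wells lacking GSTO1-1 enzyme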
Target sequence (P78417 whole entry, looked up): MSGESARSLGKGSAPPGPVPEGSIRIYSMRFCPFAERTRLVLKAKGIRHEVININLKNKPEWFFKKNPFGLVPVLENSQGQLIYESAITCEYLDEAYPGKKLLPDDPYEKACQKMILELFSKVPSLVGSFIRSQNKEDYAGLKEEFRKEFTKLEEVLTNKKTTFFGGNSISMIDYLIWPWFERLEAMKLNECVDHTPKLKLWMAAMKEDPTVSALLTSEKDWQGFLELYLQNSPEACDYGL
pPAFAH FP inh = pPAFAH (human) enzyme inhibition; AID 463082; Q13093; inhibition, % at 3.39 µM; recombinant pPAFAH, FP-rhodamine probe fluorescence polarization; 330,000 compounds, 1.5% hits;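 active = inhibition above the mean inhibition across the screen plus 3 SD, cut at about 25% in these data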;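 note: inhibitors block binding of the rhodamine activity-based probe so polarization drops; 0% = enzyme with DMSO and 100% = wells lacking pPAFAH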
PAFAH1B3 inh = inhibitors of human PAFAH1B3; Q15102; recombinant PAFAH1B3, FP-rhodamine probe, fluorescence polarization; inhibition, % at 3.39 µM; 340,000 compounds, 0.28% hits;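 active = inhibition above the screen-wide average of all tested compounds plus 3 SD, cut at about 25% in these data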;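 note: 0% = enzyme with DMSO only and 100% = wells lacking PAFAH1B3 protein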
Target sequence (Q15102 whole entry, looked up): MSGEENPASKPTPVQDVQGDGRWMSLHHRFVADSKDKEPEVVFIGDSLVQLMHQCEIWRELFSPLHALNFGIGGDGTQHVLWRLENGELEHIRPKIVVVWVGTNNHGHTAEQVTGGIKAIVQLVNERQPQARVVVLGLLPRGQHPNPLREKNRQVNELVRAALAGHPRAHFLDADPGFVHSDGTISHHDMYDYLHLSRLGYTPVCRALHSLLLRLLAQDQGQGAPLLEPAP
PAFAH1B2 FP inh = inhibitors of human PAFAH1B2. P68402. inhibition, % at 3.39 µM. 340,000 compounds, 1.2% hits. recombinant PAFAH1B2, FP-rhodamine activity probe, fluorescence polarization;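 active = inhibition above the mean of all tested compounds plus 3 SD, cut at about 24% in these data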;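 note: 0% = enzyme with DMSO and 100% = wells lacking PAFAH1B2; many of its hits are not listed in these tables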
LYPLA1 counter = counter-screen for PME1 inhibitors: inhibitors of human LYPLA1 | O75608 | recombinant LYPLA1, FP-Rh probe fluorescence polarization | inhibition, % at 5.9 µM | 320,000 compounds, 0.16% hits | AID 2174;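 active = inhibition above the mean of all tested compounds plus 3 SD, set per campaign, cut at about 14% in these data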;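 note: inhibitors block serine hydrolase probe labeling of LYPLA1 so polarization falls; 0% = enzyme with DMSO and 100% = wells lacking LYPLA1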
PME-1 primary = PME-1 (human) inhibition; inhibition, % at 5.9 µM; 320,000 compounds, 0.53% hits; AID 2130; recombinant PME-1, FP-Rh probe fluorescence polarization;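 active = inhibition above the campaign mean of all compounds plus 3 SD, cut at about 26% in these data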;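 note: competitive labeling of PME-1 active site by serine hydrolase directed probe; 0% = PME-1 with DMSO and 100% = wells lacking PME-1 enzyme; inhibitors block probe labeling so polarization falls and inhibition rises; many of its hits are not listed in these tables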
Target sequence (Q9Y570 whole entry, looked up): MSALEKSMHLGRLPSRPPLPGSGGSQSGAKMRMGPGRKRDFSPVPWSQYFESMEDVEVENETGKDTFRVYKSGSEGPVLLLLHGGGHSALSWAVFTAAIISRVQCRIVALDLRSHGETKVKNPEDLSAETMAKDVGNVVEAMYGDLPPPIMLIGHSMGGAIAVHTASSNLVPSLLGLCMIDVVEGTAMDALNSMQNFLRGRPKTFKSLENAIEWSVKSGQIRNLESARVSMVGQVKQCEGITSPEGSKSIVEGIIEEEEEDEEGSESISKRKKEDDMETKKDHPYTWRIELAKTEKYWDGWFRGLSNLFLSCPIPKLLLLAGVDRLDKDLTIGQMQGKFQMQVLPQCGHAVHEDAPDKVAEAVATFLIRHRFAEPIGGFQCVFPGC
PAD4 FP inh = inhibitors of human PAD4. recombinant PAD4, RCA probe fluorescence polarization. 330,000 compounds, 0.41% hits. inhibition, % at 6.36 µM. AID 485272;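 active = percent inhibition above a cutoff equal to the mean of all tested compounds plus 3 SD, cut at about 15% in these data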;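 note: 0% = PAD4 with RCA probe and DMSO and 100% = probe without PAD4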
PREPL inhibitor = human PREPL enzyme inhibition | 320,000 compounds, 0.68% hits | AID 2751 | inhibition, % at 5.96 µM | recombinant PREPL, fluorescence polarization activity-based probe | Q4J6C6; in the data active = inhibition above about 43%;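 note: 0% = enzyme with DMSO and 100% = wells lacking enzyme; many of its hits are not listed in these tables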
An asterisk follows results filed as active; · = not tested or not shown.

SMILES	LYPLA2 counter	GSTO1 counter	pPAFAH FP inh	PAFAH1B3 inh	PAFAH1B2 FP inh	LYPLA1 counter	PME-1 primary	PAD4 FP inh	PREPL inhibitor
O=C(Cc1ccccc1)N/N=C/c1cc(Br)c(Br)o1	4	-1	0	8	-4	3	1	-7	6
Cc1nc2cc(C(=O)N3CCc4ccccc43)ccc2n1-c1ccc(F)c(F)c1	8	1	17	-2	0	0	2	-6	17
CCOC(=O)c1cc2c(ccn2C)n1CC(=O)N1CCC(Cc2ccccc2)CC1	2	2	20	-4	-4	0	10	3	39
Nc1ccccc1-c1nnn(CC(=O)N2CCCc3ccccc32)n1	3	4	-6	-1	-4	-3	-3	7	22
CN(c1ncc(C(F)(F)F)cc1Cl)n1cc(C(N)=O)c2ccccc2c1=O	6	-8	2	15	5	0	6	-4	-5
CCC1S/C(=C(\C#N)C(=O)NCc2ccco2)N(c2ccc(F)cc2)C1=O (configuration not stated)	-6	9	7	-8	6	-3	0	0	-7
O=C(N/N=C/c1cccs1)c1cccnc1	-7	10	-2	·	·	-2	-12	1	-6
COc1ccc(C(=O)NC(=S)N2CCN(c3ccccc3OC)CC2)cc1OC	0	2	3	3	-1	-3	-6	0	0
Cc1ccccc1-n1c(CSC(=N)N)nc2ccccc2c1=O	8	1	1	-5	-1	-2	-3	-2	1
COCCn1c(SCC(=O)N2CCCCC2)nc2c(c1=O)SCC2	2	5	0	-8	5	-2	0	2	3
NC(=O)CSc1nnc(Cc2csc(Nc3ccc(F)cc3)n2)n1Cc1ccccc1	6	0	2	9	22	-1	-3	3	9
CCOC(=O)c1sc2nc(SCC(=O)N(CC)CC)n(CCCN3CCCC3=O)c(=O)c2c1C	-2	-2	3	6	1	-5	2	-3	-3
COc1ccc(NC(=O)C2CC2)cc1NS(=O)(=O)c1ccc(F)cc1	9	-2	21	1	5	4	-1	-4	22
Cc1ccc(-n2ncc3c(=O)[nH]c(SCC(=O)N4CCN(c5ccccc5)CC4)nc32)cc1	3	0	-1	0	2	-4	-4	3	-5
CN1C(N)=NC(=O)/C1=C/c1ccccc1F	0	4	4	2	-1	-2	3	3	6
Cn1c(=O)cc(N2CCN(C(=O)c3ccco3)CC2)[nH]c1=O	3	2	4	6	5	4	-4	2	9
COc1cc(-c2cc(=O)c3ccccc3o2)ccc1O	-4	2	14	8	-4	-1	11	-1	23
CN(CC(=O)Nc1cccc(F)c1)C(=O)c1cccc(N2C(=O)CCC2=O)c1	-4	·	-4	7	7	-2	0	-4	10
COc1ccc(CCNC(=O)C2CC3Cn4c(nc5ccccc54)C3N2C)cc1 (configuration not stated)	5	6	2	-3	-5	1	6	-1	6
CC(Oc1ccc(Br)cc1)C(=O)NCC(c1ccco1)N1CCCCC1 (configuration not stated)	3	-5	2	2	13	1	-2	-4	0
NC(=NCCc1ccccc1)NS(=O)(=O)c1ccc(F)cc1	0	3	1	4	8	1	12	2	-17
Cc1ccccc1C(=O)Oc1ccccc1N1C(=O)C2CC=CCC2C1=O (configuration not stated)	1	6	0	7	4	0	-3	0	8
Cc1cccn2cc(CNC(=O)c3ccco3)nc12	1	21	-3	4	-2	-1	-8	0	3
Nc1c(C(=O)c2cccs2)sc2nsc(SCCN3CCCCC3)c12	-12	-1	11	13	7	-3	6	-1	48*
O=C(COc1ccc2ccccc2c1Br)Nc1ccncc1	6	-2	0	8	-1	-5	-5	-2	-34
CSc1nc(N2CCOCC2)c2ccccc2n1	0	-1	1	-2	7	0	-4	-2	-4
CC(C)(C)OC(=O)N1CCC[C@H]1C(=O)N/N=C/c1ccc2ncccc2c1	0	16	-5	3	-1	0	-4	-1	6
COc1ccc(CCNC(=O)CNC(=O)Cn2ccc3ccccc3c2=O)cc1OC	2	2	0	1	4	2	1	-2	3
CCCC(=O)Nc1nnc(Cc2ccccc2)s1	12	-3	2	3	2	0	6	1	-1
Cc1ccc(C)c(N2CCN(C(=O)CCCn3c(=O)c4cccn4c4cccnc43)CC2)c1	23	10	7	-7	3	-1	3	0	-16
O=C(C1=C[C@H](c2csc3ccccc23)C[C@H](OCCCCO)O1)N1CCN(Cc2ccc3c(c2)OCO3)CC1	-2	-1	0	2	1	-3	2	9	7
Cc1cc(F)ccc1S(=O)(=O)N1CCCOC1CNC(=O)C(=O)NCc1cccnc1 (configuration not stated)	1	-1	3	6	0	2	5	-1	-8
CCN(CC)C(=O)C1CCCN(c2ccc([N+](=O)[O-])cc2[N+](=O)[O-])C1 (configuration not stated)	3	-2	-3	18	9	1	-1	-4	-7
CCOC(=O)[C@H]1[C@H]2COc3ccc(Cl)cc3[C@@H]2N2C(=O)c3ccc(F)cc3NC(=O)[C@@]12C	7	1	1	3	0	-2	-5	-7	1
Cc1ccc(-c2onc3ccc(C(=O)/C=C/N(C)C)cc23)cc1	-6	-17	9	-5	5	3	-4	-1	4
Cc1nc2ccccc2c2c(N)c3ccccc3n12	4	15	6	7	6	1	6	-3	14
CC(Oc1ccccc1F)C(=O)NNC(=O)CC(C)c1ccccc1 (configuration not stated)	-1	9	-5	5	5	-3	-7	-3	-5
Cc1cccc(C2NS(=O)(=O)N=C2N)c1 (configuration not stated)	-3	-6	-10	6	-2	-3	-5	-6	7
C/C(N)=C(/C#N)C(=O)COC(=O)C1CCN(S(=O)(=O)c2cccs2)CC1	·	·	5	8	7	·	·	-3	-7
COc1ccc(CN2CCCCCC2)c(C)c1C	7	0	7	-1	1	2	6	-1	21
CC(C)(C)NC(=O)Cn1c(SCC(=O)N2CCCCCC2)nc2ccccc21	-1	3	5	11	3	3	1	-2	1
CCC(=O)Nc1nc2ccccc2n1Cc1ccccc1C	-2	5	3	-1	1	-4	2	-3	-3
COc1ccc(-c2nc(CS(=O)CC(=O)NC3CCCC3)c(C)o2)cc1 (configuration not stated)	1	8	7	7	7	1	4	-3	2
COC(=O)c1ccc(NC(=O)c2ccc3nsnc3c2)cc1	-4	0	2	4	-2	-3	-11	-6	-5
COc1ccc(S(=O)(=O)c2c(C)c(NS(=O)(=O)c3ccccc3)cc(C)c2O)cc1	-5	-8	16	5	2	-4	1	-1	5
COc1ccc(CCN(CC(=O)NC2CCCC2)C(=O)Cn2nnc(-c3ccc(C)o3)n2)cc1OC	-7	-8	1	7	-1	1	-2	1	5
O=[N+]([O-])c1cc(C(F)(F)F)cc([N+](=O)[O-])c1NCCN1CCNCC1	-1	-5	0	0	5	0	-1	-4	18
COc1ccccc1NC(=O)c1ccc(COc2ccccc2Br)o1	-14	-5	-5	0	-5	-8	-9	3	1
CC(Nc1cccc2ccccc12)C(=O)N/N=C/c1ccc([N+](=O)[O-])cc1 (configuration not stated)	-1	-3	16	12	2	-3	23	-1	38
O=C(Nc1ccc(-n2ccc(C(F)(F)F)n2)cc1)Nc1cccc(Cl)c1	-103	-77	-26	-30	-8	-55	-103	2	-8
O=[N+]([O-])c1cn(Cc2ccc(Cl)cc2)cn1	12	4	6	1	6	0	0	-2	15
CC(=O)NC(CC(=O)Nc1cc(Cl)ccc1-n1cncn1)c1ccccc1 (configuration not stated)	8	9	2	8	9	0	4	-1	7
COc1ccccc1C(CC(=O)N1CCCC1)c1ccc2c(c1)OCO2 (configuration not stated)	-2	1	1	9	6	-2	-2	-3	8
CC(C)(C)CC(=O)NCCCCCCNC(=O)CC(C)(C)C	3	-1	3	9	4	-1	-6	0	6
COc1ccc(N2CCN(C(=O)CN(c3cccc(OC)c3)S(=O)(=O)c3ccccc3)CC2)cc1	-4	6	3	6	2	0	5	-1	-3
COc1ccc(C(=O)Nc2ccc(S(=O)(=O)NCc3ccco3)cc2)cc1OC	-4	1	-1	5	-1	-2	-3	1	-11
CCc1ccccc1N(C)S(=O)(=O)c1cc(-c2cc(C)no2)ccc1OC	-4	-3	3	3	4	-5	-5	0	-12
CCOC(=O)c1c(C)[nH]c(C)c1C(=O)CN1C(=O)NC(CC(C)C)C1=O (configuration not stated)	-5	6	-1	3	0	0	-2	-1	-2
Cc1cc(C(=O)Nc2c(C)cccc2C)n(-c2ccccc2)n1	-3	9	-5	2	-4	-1	-4	-5	0
COc1cc2c(cc1NC(=O)c1cc(-c3ccncc3)nc3ccccc13)oc1ccccc12	-20	-3	-4	-3	-3	-7	-5	-5	6

Given in CSV form: part of the list above.
SMILES,LYPLA2 counter,GSTO1 counter,pPAFAH FP inh,PAFAH1B3 inh,PAFAH1B2 FP inh,LYPLA1 counter,PME-1 primary,PAD4 FP inh,PREPL inhibitor
COc1ccc(N2CCN(C(=O)CN(c3cccc(OC)c3)S(=O)(=O)c3ccccc3)CC2)cc1,-4,6,3,6,2,0,5,-1,-3
COc1ccccc1C(CC(=O)N1CCCC1)c1ccc2c(c1)OCO2 (configuration not stated),-2,1,1,9,6,-2,-2,-3,8
O=[N+]([O-])c1cn(Cc2ccc(Cl)cc2)cn1,12,4,6,1,6,0,0,-2,15
O=[N+]([O-])c1cc(C(F)(F)F)cc([N+](=O)[O-])c1NCCN1CCNCC1,-1,-5,0,0,5,0,-1,-4,18

The list goes on.
SMILES	LYPLA2 counter	GSTO1 counter	pPAFAH FP inh	PAFAH1B3 inh	PAFAH1B2 FP inh	LYPLA1 counter	PME-1 primary	PAD4 FP inh	PREPL inhibitor
CCC1(C)CC(=O)N(c2ccc(C(=O)O)c(O)c2)C1=O (configuration not stated)	-3	-1	4	5	4	0	0	-1	-5
NC(=O)CSc1nnc(SCc2ccc(F)cc2)s1	-2	3	0	5	1	0	3	-4	13
OC(COc1ccc(F)cc1)CN1CCN(c2ccccc2F)CC1 (configuration not stated)	1	-1	3	1	-1	2	4	-2	-6
COc1ccc(-c2nn(-c3ccccc3C)cc2CNC(C)c2cn(C)nc2C)cc1F (configuration not stated)	-3	4	1	4	-1	0	4	2	-19
O=C(C(Sc1ccccc1)c1ccccc1)N1CCOCC1 (configuration not stated)	-4	0	3	-1	6	6	0	-2	7
Cc1cc(C)n(-c2ccc(C(=O)OCC(=O)Nc3cc(S(C)(=O)=O)ccc3Cl)cc2)n1	4	·	23	8	2	-2	1	1	3
Cc1nnc(SCC(=O)c2ccccc2)n1Cc1ccccc1	0	-2	3	4	4	0	0	-1	-5
O=C1c2ccc(-c3ccc(Cl)c(C(F)(F)F)c3)cc2S(=O)(=O)c2cccc(C(=O)N3CCN(c4ccc(Cl)cn4)CC3)c21	·	·	15	12	9	·	·	-8	15
Cc1ccccc1OCC(=O)Nc1nnc(C2CCCC2)s1	-1	5	-1	2	1	-4	-7	3	-7
Cc1ccccc1NC(=O)COC(=O)c1cccnc1	4	5	2	7	9	1	-1	-7	20
CCn1cc(C(=O)N2CCCC(C(=O)c3ccc4ccccc4c3)C2)cn1 (configuration not stated)	6	6	-3	6	3	-3	2	-9	21
Cn1nnnc1SCC(=O)Nc1ccc(N2CCOCC2)cc1	-1	12	0	0	1	0	-4	-2	9
COCCCNC(=O)[C@H](Cc1c[nH]c2ccccc12)NC(=O)OCc1ccccc1	-4	6	8	5	2	-2	-1	-2	-2
CC(C)(C)Cc1nnc(NS(=O)(=O)c2ccc(F)cc2)s1	-4	-6	9	9	31*	-1	-1	1	-1
O=C(O)c1ccc(/C=N/Nc2nc(N3CCCCC3)nc(N3CCCCC3)n2)cc1	1	-6	-2	2	2	-1	-1	1	-5
COc1ccc(CN2C(=O)CSCC2=O)cc1OC	1	-3	8	6	1	1	6	-4	1
O=C(COn1nnc2ccc(C(F)(F)F)cc21)Nc1nnc(-c2ccccc2)o1	6	7	5	9	8	2	3	-5	-9

Some of the compounds tested; the hit share may differ from the screen's.
